Screening data (PubChem)
TIM10 inh = TIM10 yeast growth inhibition; S. cerevisiae TIM10 strain growth, BacTiter-Glo luminescence, 24 h; inhibition, % at 10 µM; actives 1.4% (n = 330,000);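 active means inhibition of 40% or more at the single tested concentration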;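 further: wild-type TIM10 isogenic control strain grown at permissive 25 °C; 0% = DMSO yeast wells and 100% = minimal medium wells without yeast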
Mdm2 MdmX PPI = disrupts the human Mdm2-MdmX interaction | inhibition, % at 8 µM | actives 3% (n = 330,000) | AID 485346 | O15151+Q00987 | SaOS-2 split-luciferase Mdm2/MdmX complementation, luminescence;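 active means inhibition of at least 50% at 8 µM in the primary screen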
Target sequence (O15151 whole entry, looked up): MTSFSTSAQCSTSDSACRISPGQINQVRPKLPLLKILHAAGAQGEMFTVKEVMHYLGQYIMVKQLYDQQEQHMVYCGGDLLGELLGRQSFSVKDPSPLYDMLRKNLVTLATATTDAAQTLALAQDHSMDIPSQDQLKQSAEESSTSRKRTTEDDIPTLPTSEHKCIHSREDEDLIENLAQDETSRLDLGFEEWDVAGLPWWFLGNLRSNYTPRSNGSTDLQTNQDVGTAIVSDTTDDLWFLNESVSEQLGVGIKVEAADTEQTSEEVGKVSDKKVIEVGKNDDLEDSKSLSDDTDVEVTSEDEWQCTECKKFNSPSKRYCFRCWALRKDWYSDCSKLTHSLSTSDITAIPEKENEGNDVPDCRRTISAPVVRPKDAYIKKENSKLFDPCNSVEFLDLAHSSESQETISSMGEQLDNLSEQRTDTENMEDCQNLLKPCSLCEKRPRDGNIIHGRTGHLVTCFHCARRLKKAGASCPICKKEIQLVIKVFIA
Target sequence (Q00987 whole entry, looked up): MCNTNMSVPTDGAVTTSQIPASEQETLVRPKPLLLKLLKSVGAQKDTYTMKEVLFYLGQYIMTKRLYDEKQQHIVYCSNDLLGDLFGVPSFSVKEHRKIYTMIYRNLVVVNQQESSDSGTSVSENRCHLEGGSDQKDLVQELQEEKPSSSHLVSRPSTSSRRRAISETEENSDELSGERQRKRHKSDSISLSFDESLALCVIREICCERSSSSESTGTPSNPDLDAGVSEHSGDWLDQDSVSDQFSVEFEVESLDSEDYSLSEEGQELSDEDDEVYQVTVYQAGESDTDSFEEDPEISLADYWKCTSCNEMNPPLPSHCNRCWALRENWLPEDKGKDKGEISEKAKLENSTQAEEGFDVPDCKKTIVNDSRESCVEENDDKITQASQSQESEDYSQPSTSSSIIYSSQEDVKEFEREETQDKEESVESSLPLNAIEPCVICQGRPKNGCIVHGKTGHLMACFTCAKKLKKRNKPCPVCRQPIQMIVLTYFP
tim23-1 inh = tim23-1 yeast growth inhibition; S. cerevisiae tim23-1 growth, BacTiter-Glo luminescence, 24 h; inhibition, % at 20 µM; actives 1.3% (n = 330,000); AID 463212;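 active means growth inhibition of the mutant yeast at or above 50%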;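 further: temperature-sensitive mutant grown at 25 °C; plate controls were DMSO-treated mutant yeast for no effect and medium wells lacking yeast for full effect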
CHOP UPR activ = activators of apoptotic arm of unfolded protein response (CHOP) | actives 0.34% (n = 330,000) | CHO-CHOP luciferase reporter, UPR activation, luminescence; percent of tunicamycin response over DMSO baseline | activation, % at 10 µM;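 active means at 10 µM dose, activation of 40% or more, normalized to positive control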;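 further: 100% = tunicamycin at 10 µg/mL and 0% = DMSO alone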
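Test system: CHO-CHOP cells, stable luciferase reporter of PERK-eIF2a-CHOP signalling | Quantity: 500 CHO-CHOP cells per well | Buffer or medium: F12 plus 10% serum | Compound dosing: 10 µM single point, 0.5% DMSO | Schedule: 6 h compound treatment, 37 °C | Signal: Luciferase luminescence | Control set: Tunicamycin high control, DMSO low control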
XBP1 UPR activ = activators of adaptive arm of unfolded protein response (XBP1) | CHO-XBP1 luciferase reporter, IRE1-XBP1 UPR activation, luminescence; percent of tunicamycin response, DMSO as zero | activation, % at 20 µM | actives 0.33% (n = 330,000) | AID 463104;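 active means versus positive control, 20 µM dose yields 30% or more activation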;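 further: 100% = tunicamycin at 10 µg/mL and 0% = DMSO only wells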
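Material: CHO-XBP1 cells stably carrying IRE1-XBP1-driven luciferase reporter / Amount: 1000 cells per well / Compound: 20 µM, 1% DMSO / Times: 6 h treatment, 37 °C / Detection: luciferase luminescence / Measure: % activation of reporter signal versus tunicamycin and DMSO controls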
697 NFkB inh = inhibitors of the PMA/ionomycin-induced NF-kB reporter in 697 B cells. AID 435022. inhibition, % at 4 µM. 697 B-cell NF-kB luciferase reporter, 16 h. actives 0.33% (n = 330,000); in the data active means inhibition above about 35%
tim10-1 inh = growth inhibitors of tim10-1 mutant yeast; actives 2.2% (n = 330,000); S. cerevisiae tim10-1 ts strain growth, BacTiter-Glo, 24 h; inhibition, % at 20 µM;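 active means inhibition of at least 40%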;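 further: mutant grown at 25 °C; 0% = DMSO wells with yeast and 100% = wells holding no yeast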
Jurkat NFkB inh = inhibitors of the PMA/ionomycin-induced NF-kB reporter in Jurkat cells; actives 0.53% (n = 330,000); PMA/ionomycin-induced NF-kB luciferase reporter, luminescence; inhibition, % at 4 µM; in the data active means inhibition above about 50%
* marks the source's active call; other numbers are inactive results.

Below each SMILES – TIM10 inh, Mdm2 MdmX PPI, tim23-1 inh, CHOP UPR activ, XBP1 UPR activ, 697 NFkB inh, tim10-1 inh, Jurkat NFkB inh
1	Cc1ccc2cc(C)c3nnc(SCC(=O)N4CCN(C(=O)c5ccco5)CC4)n3c2c1
  -10, 3, -2, -1.4, -1, 12, -14, -9
2	Nc1ccc(N2CCCCC2)c(S(=O)(=O)Nc2ccc(Cl)cc2)c1
  22, -9, 32, 0.6, 0, 16, 11, 4
3	COCCNC(=O)C(=O)NCC1OCCN1S(=O)(=O)c1ccc(F)cc1 (stereo unspecified)
  -4, 7, -14, 2.6, -2, -13, -1, 3
4	Cn1cccc1CC(=O)N/N=C/c1ccco1
  11, -23, 22, -2.6, 0, -1, -2, 3
5	CCOC(=O)c1sc(CS(=O)(=O)c2ccc(Cl)cc2)nc1C
  4, 7, 24, 1.3, 1, 3, -23, -4
6	COc1ccc(OCC(=O)Nc2ccccc2N2CCN(C)CC2)cc1
  -18, 1, 10, 0.8, 0, -3, 11, -6
7	CN(Cc1ccco1)C(=O)Cn1cc(S(=O)(=O)N2CCCC2)c(S(=O)(=O)N2CCCC2)c1
  -4, 16, -13, -1.0, -7, -5, 0, 7
8	Cn1c(=O)[nH]c(=O)c2c1nc(N1CCN(C(c3ccccc3)c3ccccc3)CC1)n2CCO
  7, 0, 11, 6.2, -2, 1, 10, -26
9	Cc1ccc2c(c1)C1CCCC3C1N2CC(=O)N3Cc1ccccc1 (stereo unspecified)
  0, -10, 29, -0.6, -6, -1, -5, 6
10	CCCc1[nH]nc2c1C(c1ccc(O)cc1OCC)C(C#N)=C(N)O2 (stereo unspecified)
  18, 1, 24, -0.8, -3, 11, 31, 6
11	COc1ccc(C2CC(=O)C3=C(C2)Nc2ccccc2N(C(=O)C2CC2)C3c2cccnc2)cc1OC (stereo unspecified)
  2, 9, -1, -1.4, 0, 13, 13, 7
12	Cc1cc(C)n(C2CC(=O)N(c3ccccc3)C2=O)n1 (stereo unspecified)
  -2, 9, 0, -1.6, 0, 24, -9, -11
13	CCCN(C(=O)COC(=O)c1nc2nc(C)cc(C)n2n1)C1CCS(=O)(=O)C1 (stereo unspecified)
  4, -27, -10, -0.3, -1, 0, 14, 2
14	Nc1n[nH]c(N)c1N=Nc1ccccc1
  4, -4, 0, -1.0, 4, 17, -7, 5
15	COc1ccc(Cc2n[nH]c(=S)n2NC(=O)Nc2ccc(Cl)c(Cl)c2)cc1
  31, -13, 18, -0.6, 2, -19, 43*, -1
16	CCNC(=S)Nc1ccc(-c2nc3ccccc3[nH]2)cc1
  -11, -57, -4, 2.2, -2, -81, -14, -74
17	OCC1(Cc2ccccc2)CCCN(Cc2ccn[nH]2)C1 (stereo unspecified)
  -21, 7, 6, 1.2, -1, 6, 0, -12
18	COc1ccc(C2(c3ccc(OC(C)=O)cc3OC(C)=O)CC(c3ccccc3)NC(=S)N2)cc1 (stereo unspecified)
  19, -41, 23, -0.5, 0, 16, 12, 12
19	CCOc1ccc(/C=N/OCC(=O)Nc2cc(C)on2)cc1
  2, 25, 6, -2.0, -2, 8, 5, 6
20	O=C(NCc1ccc(Cl)cc1)c1cc(=O)[nH]c2ccccc12
  3, 43, -12, -0.4, 4, -14, -2, -13
21	CC(=O)Cc1nsc(NC(=O)c2ccc(-c3ccccc3Cl)o2)n1
  25, 11, 51*, 2.3, -2, -17, 48*, 5
22	NS(=O)(=O)c1ccc(CCNC(=O)CSc2ccc([N+](=O)[O-])cc2)cc1
  -6, 8, 15, 1.0, 0, 5, 3, 7
23	C1=C(CCNCC2CCCCC2)CCCC1
  -14, 0, -36, -0.6, -1, 3, -7, -6
24	O=[N+]([O-])c1cccc(/C=N/Nc2ncc(Br)cn2)c1
  -13, -63, 5, 7.9, 5, -59, -24, -62
25	Clc1ccc(-c2nc3ccccn3c2CN2CCSCC2)cc1
  14, 15, 44, -0.7, 4, -27, 18, -7
26	CCNC(=S)NNC(=O)c1ccoc1C
  -21, -9, 3, -1.4, -2, 9, 12, -14
27	Cc1cccc(-n2c(C)cc(/C=N/O)c2C)c1
  1, 2, 18, 0.4, 0, -12, -1, 3

Some of these compounds in order of SMILES length, highest first:
Below each SMILES – TIM10 inh, Mdm2 MdmX PPI, tim23-1 inh, CHOP UPR activ, XBP1 UPR activ, 697 NFkB inh, tim10-1 inh, Jurkat NFkB inh
11	COc1ccc(C2CC(=O)C3=C(C2)Nc2ccccc2N(C(=O)C2CC2)C3c2cccnc2)cc1OC (stereo unspecified)
  2, 9, -1, -1.4, 0, 13, 13, 7
18	COc1ccc(C2(c3ccc(OC(C)=O)cc3OC(C)=O)CC(c3ccccc3)NC(=S)N2)cc1 (stereo unspecified)
  19, -41, 23, -0.5, 0, 16, 12, 12
22	NS(=O)(=O)c1ccc(CCNC(=O)CSc2ccc([N+](=O)[O-])cc2)cc1
  -6, 8, 15, 1.0, 0, 5, 3, 7
10	CCCc1[nH]nc2c1C(c1ccc(O)cc1OCC)C(C#N)=C(N)O2 (stereo unspecified)
  18, 1, 24, -0.8, -3, 11, 31, 6
2	Nc1ccc(N2CCCCC2)c(S(=O)(=O)Nc2ccc(Cl)cc2)c1
  22, -9, 32, 0.6, 0, 16, 11, 4
5	CCOC(=O)c1sc(CS(=O)(=O)c2ccc(Cl)cc2)nc1C
  4, 7, 24, 1.3, 1, 3, -23, -4
6	COc1ccc(OCC(=O)Nc2ccccc2N2CCN(C)CC2)cc1
  -18, 1, 10, 0.8, 0, -3, 11, -6
25	Clc1ccc(-c2nc3ccccn3c2CN2CCSCC2)cc1
  14, 15, 44, -0.7, 4, -27, 18, -7
4	Cn1cccc1CC(=O)N/N=C/c1ccco1
  11, -23, 22, -2.6, 0, -1, -2, 3
14	Nc1n[nH]c(N)c1N=Nc1ccccc1
  4, -4, 0, -1.0, 4, 17, -7, 5
23	C1=C(CCNCC2CCCCC2)CCCC1
  -14, 0, -36, -0.6, -1, 3, -7, -6
